From PubChem
E coli Lon inh – inhibitors of E. coli Lon protease, primary screen, biochemical, fluorescence polarization. purified E. coli Lon protease. inhibition, % at 7.94 µM. 360,000 compounds, 0.42% hits. AID 602123, 2011; in the data active = inhibition above about 13%, passing the limit was not always enough;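 also: 0% = enzyme with probe and DMSO and 100% = no enzyme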
LMPTP block – LMPTP phosphatase inhibitors, primary screen, biochemical, fluorescence intensity, uHTS. Low molecular weight phosphotyrosine protein phosphatase (Homo sapiens), P24666. recombinant LMPTP-A, OMFP fluorogenic substrate. inhibition, % at 20 µM. 360,000 compounds, 0.22% hits;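 active = compounds that cut the enzyme signal by at least half of the control window in the single-dose screen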;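 also: plate controls were DMSO wells with enzyme plus substrate for no effect and substrate without enzyme for full effect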
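Test system – LMPTP-A phosphatase enzyme · Quantity – 0.625 nM LMPTP-A final · Reagent – OMFP substrate, 400 µM final · Dosing – one test concentration per compound, 20 µM, with 3% DMSO overall · Timing – 50 min enzyme reaction at room temperature, protected from light · Detection – fluorescence intensity · Controls – substrate-only low control, DMSO enzyme-plus-substrate high control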
MsrA act – bovine MsrA enzyme activators, primary screen, biochemical, absorbance, HTS | Methionine sulfoxide reductase A (Bos taurus) | purified bovine MsrA, absorbance read-out | activation, % at 10.6 µM | 360,000 compounds, 0.3% hits | AID 602163, 2012; in the data active = activation above about 7.5%;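 also: 0% = vehicle and 100% = reference activator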
SUMO1-SIM PPI – modulators of SUMO1 protein-protein interactions, primary screen, biochemical, uHTS. inhibition, % at 20 µM. Small ubiquitin-related modifier 1 (Homo sapiens), P63165. SUMO1 binding to a labelled peptide, TR-FRET, 1 h. 360,000 compounds, 0.33% hits. AID 602429, 2012; in the data active = inhibition above about 37%
NRP1-CendR mod – modulators of CendR peptide binding to NRP-1, primary screen, biochemical, fluorescence polarization, uHTS; Neuropilin-1 (Homo sapiens), O14786; FAM-RPARPAR peptide binding to NRP-1; inhibition, % at 25 µM; 360,000 compounds, 0.85% hits;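 active = inhibition or corrected inhibition above about 18%, plus a signal ratio from 0.5 to 1.5, limit read from the data, passing the limit was not always enough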; also: strong numbers were not always called active
MsrA inh – bovine MsrA enzyme inhibitors, primary screen, biochemical, absorbance, HTS | Methionine sulfoxide reductase A (Bos taurus) | purified bovine MsrA, absorbance read-out | inhibition, % at 15.5 µM | 360,000 compounds, 0.75% hits; in the data active = inhibition above about 4.5%;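 also: 0% = vehicle wells with enzyme and 100% = reference inhibitor wells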
STEP inh – STEP phosphatase inhibitors, primary screen, biochemical, fluorescence intensity, uHTS. 360,000 compounds, 0.25% hits. inhibition, % at 20 µM. Tyrosine-protein phosphatase non-receptor type 5 (Homo sapiens), P54829. recombinant STEP, OMFP fluorogenic substrate;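 active = inhibition at 20 µM, scaled per plate between control wells, above about 37%, limit read from the data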;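 also: 0% = DMSO with enzyme and substrate and 100% = substrate only without enzyme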
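Measure: Control-normalized % inhibition with plate pattern correction | Test system: STEP phosphatase, cell-free reaction | Medium: pH 6.0 Bis-Tris with DTT and Tween 20 | Technique: Fluorescence, 480/540 nm | Times: Reaction 20 min, ambient temperature | Doses: Single compound dose of 20 µM, 1% DMSO final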
Scp-1 inhibitor – Scp-1 phosphatase inhibitors, primary screen, biochemical, colorimetric, uHTS. Carboxy-terminal domain RNA polymerase II polypeptide A small phosphatase 1 (Homo …. Recombinant Scp1, phosphopeptide, malachite green phosphate absorbance. inhibition, % at 20 µM. 340,000 compounds, 0.88% hits. AID 493091, 2011;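 active = inhibition above about 50% at 20 µM, limit read from the data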;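 also: plate controls were DMSO wells with enzyme for no effect and wells lacking enzyme for full effect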
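Material – SCP-1 phosphatase catalytic domain, residues 76-261 · Buffer or medium – Acidic Tris acetate buffer with magnesium and detergent · Also added – Phospho 17-mer peptide substrate · Compound – single 20 µM dose, 1% DMSO · Times – 45 min room-temperature reaction, 5 min colour, 30 min stabiliser · Technique – Phosphate-binding colour reagent, absorbance read at 630 nm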
TbMetRS inhib – T. brucei MetRS inhibitors, primary screen, biochemical, luminescence; 360,000 compounds, 0.4% hits; inhibition, % at 11.9 µM; AID 624268, 2012; purified T. brucei MetRS, ATP depletion, Kinase-Glo luminescence;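 active = inhibition above a per-plate cutoff of the control wells' mean inhibition plus 3 SD, cut at about 5.5% in these data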;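 also: 0% = DMSO wells median and 100% = median of wells with control inhibitor compound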
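Material: parasite MetRS enzyme / Replication: singlicate, one well per compound / Signal: luminescence of leftover ATP / Schedule: 2 h aminoacylation at 25 °C after 15 min preincubation / Medium: HEPES-MgCl2-KCl buffer plus DTT, spermine, BSA, pyrophosphatase / Doses: 11.9 µM single point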
DNMT1 inh – human DNMT1 methyltransferase inhibitors, primary screen, biochemical, molecular beacon, fluorescence, HinP1I cleavage, uHTS. 360,000 compounds, 0.83% hits. inhibition (reported as % activation of signal), % at 10 µM. DNA (cytosine-5)-methyltransferase 1 (Homo sapiens), P26358; in the data active = inhibition above about 50%
Target sequence (P26358 504-1616 limits assumed): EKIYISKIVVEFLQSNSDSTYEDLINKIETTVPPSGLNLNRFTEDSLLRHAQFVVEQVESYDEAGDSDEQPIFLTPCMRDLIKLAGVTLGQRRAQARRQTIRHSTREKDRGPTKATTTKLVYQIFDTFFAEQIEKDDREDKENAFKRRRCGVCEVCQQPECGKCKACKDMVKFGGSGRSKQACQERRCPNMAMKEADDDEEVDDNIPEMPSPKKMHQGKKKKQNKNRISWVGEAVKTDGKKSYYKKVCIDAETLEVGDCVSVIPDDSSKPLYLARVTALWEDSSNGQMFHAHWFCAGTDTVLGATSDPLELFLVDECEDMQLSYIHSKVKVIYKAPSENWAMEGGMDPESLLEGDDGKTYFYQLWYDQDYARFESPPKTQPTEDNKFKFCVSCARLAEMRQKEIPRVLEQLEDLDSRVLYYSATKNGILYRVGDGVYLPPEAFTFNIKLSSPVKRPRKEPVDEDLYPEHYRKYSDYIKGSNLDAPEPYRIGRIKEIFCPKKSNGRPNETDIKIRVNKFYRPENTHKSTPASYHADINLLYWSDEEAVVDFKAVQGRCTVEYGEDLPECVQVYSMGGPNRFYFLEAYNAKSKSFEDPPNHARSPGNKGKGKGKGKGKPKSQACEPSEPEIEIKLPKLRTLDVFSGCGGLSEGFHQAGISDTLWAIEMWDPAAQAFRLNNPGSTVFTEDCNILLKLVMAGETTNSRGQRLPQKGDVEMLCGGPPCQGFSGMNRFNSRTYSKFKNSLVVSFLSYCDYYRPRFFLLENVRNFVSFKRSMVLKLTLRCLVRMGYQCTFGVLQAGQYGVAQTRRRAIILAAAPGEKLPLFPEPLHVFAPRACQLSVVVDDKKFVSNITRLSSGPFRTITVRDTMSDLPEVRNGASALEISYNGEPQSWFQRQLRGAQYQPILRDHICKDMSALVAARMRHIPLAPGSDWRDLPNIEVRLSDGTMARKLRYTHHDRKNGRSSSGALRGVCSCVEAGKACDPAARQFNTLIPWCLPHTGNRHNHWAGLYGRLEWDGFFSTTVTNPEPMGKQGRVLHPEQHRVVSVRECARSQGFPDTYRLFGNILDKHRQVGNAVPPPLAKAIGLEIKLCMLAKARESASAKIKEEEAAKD
* marks the source's active call; other numbers are inactive results; x = no result given.

structure,E coli Lon inh,TbMetRS inhib,NRP1-CendR mod,MsrA act,STEP inh,MsrA inh,DNMT1 inh,LMPTP block,Scp-1 inhibitor,SUMO1-SIM PPI
CN(C)c1ccc(/C=C/c2nnnn2-c2ccccc2)cc1,-9,-0.2,-6,-5,-2,1.0,-3,0.3,-27,-20
O=C(NCCCO)c1cc2ccccc2[nH]1,-2,-0.3,-7,-3,-3,-0.3,-3,-1.7,1,-3
CN(C)C(=O)C1C2NC(=S)N(c3ccccc3)C1(C)Oc1ccccc12 (centres undefined),12,-0.8,-5,-1,2,0.8,-2,-1.4,0,-4
COCCN1Cc2cccc(C(=O)Nc3ccc(S(=O)(=O)N4CCCCC4)cc3)c2C1=O,-4,-0.8,1,-2,3,0.6,8,0.9,-3,-4
CSc1ccc(CN2C(=O)C(C)Sc3ccc(C(C)=O)cc32)cc1 (centres undefined),2,-0.3,-3,-6,3,2.1,-4,0.7,x,3
O=C(CCCCCN1C(=O)C2C3C=CC(C3)C2C1=O)Nc1nccs1 (centres undefined),1,-0.1,2,4,0,-0.8,1,0.3,-4,-1
CSc1ccc(OC2(C)CCN(Cc3ccc(OC(C)C)cc3)C2)cc1 (centres undefined),-12,0.5,3,0,3,0.4,1,0.1,x,2
CCCCn1c(O)c(N=NC(=O)c2ccco2)c2ccccc21,9,0.4,-10,-3,1,1.4,-3,1.7,-7,-22

Single records, as listed above. Order of values: E coli Lon inh, TbMetRS inhib, NRP1-CendR mod, MsrA act, STEP inh, MsrA inh, DNMT1 inh, LMPTP block, Scp-1 inhibitor, SUMO1-SIM PPI
`O=C(NCCCO)c1cc2ccccc2[nH]1` is listed with -2, -0.3, -7, -3, -3, -0.3, -3, -1.7, 1, -3
`O=C(CCCCCN1C(=O)C2C3C=CC(C3)C2C1=O)Nc1nccs1` (centres undefined) is listed with 1, -0.1, 2, 4, 0, -0.8, 1, 0.3, -4, -1

Next section.
structure,E coli Lon inh,TbMetRS inhib,NRP1-CendR mod,MsrA act,STEP inh,MsrA inh,DNMT1 inh,LMPTP block,Scp-1 inhibitor,SUMO1-SIM PPI
CC(=O)Nc1ccc(C)c(NS(=O)(=O)c2cccc(C(F)(F)F)c2)c1,-3,-0.4,2,-2,1,-0.4,3,-0.7,-11,-1
CCOc1ccc(OCCSc2nnnn2-c2ccccc2)cc1,-6,0.1,12,-4,-2,-1.1,0,2.2,-19,-3
Cc1ccc(-n2ccc(-c3nn(-c4ccccc4)ccc3=O)n2)cc1,-1,-0.3,3,-5,-1,2.0,0,-0.6,-4,0
COc1ccc(N(C(C)=O)C2C=CS(=O)(=O)C2)c(OC)c1 (centres undefined),-5,-0.2,6,-2,-4,0.8,0,-1.8,0,-1
O=C(c1cc(COc2c(F)cccc2F)on1)N1CCSCC1,0,-0.3,-7,-1,-2,0.8,2,-1.2,-9,-3
CCOC(=O)C(CC)Sc1nnc2cc(C)c3ccccc3n12 (centres undefined),-6,0.0,5,-1,1,0.0,-1,0.5,-3,3
O=C1NC2(CCCC2)C(=O)N1CC(=O)N(Cc1ccccc1)c1ccccc1,5,-0.7,-4,-5,-2,-1.1,2,-2.8,-5,-1
CCc1nc(N2CCC3(CC2)OCCO3)c2nnn(Cc3ccccc3)c2n1,-5,-1.2,3,-10,0,-0.2,28,0.3,-1,3
Cc1ccc(/C=N/N2CCCCC2)o1,-4,-1.1,4,-11,-1,0.1,-1,1.4,8,-2
Cc1ccc(SCc2c(C(=O)N/N=C/c3ccc(C)o3)nnn2-c2nonc2N)cc1,-8,-0.2,-5,-7,2,3.5,-5,0.8,x,-8
Cc1ccc(Cc2nnc(SCC(=O)Nc3ccccc3)[nH]c2=O)cc1,-3,-0.2,10,-7,-1,0.9,1,-1.1,21,8
COc1ccc(Cc2nnc(SCC(=O)N3CCCC(C)C3)o2)cc1 (centres undefined),1,0.2,-8,2,0,0.2,4,-0.4,-1,1
COC(=O)C(Cc1c[nH]c2ccccc12)N1CCS(=O)(=O)CC1 (centres undefined),6,0.7,1,-1,0,0.2,0,-0.2,-9,1
CC(=O)Nc1ccc(S(=O)(=O)Oc2ccc(/C=N/N=C3/NC(=O)C(CC(=O)O)S3)cc2)cc1 (centres undefined),0,-0.1,-5,-14,2,5.3*,3,4.2,6,2
Cc1ccc(C)c(C(=O)COC(=O)C2CCN(c3ccc(C(F)(F)F)cn3)CC2)c1,-8,-0.5,4,-6,-2,1.2,10,1.2,-1,0
O=C(CCN1CCN(Cc2ccccc2)CC1)NNC(=O)Nc1cccc([N+](=O)[O-])c1,-3,-0.2,13,-3,0,1.2,-1,0.8,0,-22
COc1ccc(S(=O)(=O)N(Cc2ccccc2)Cc2nc3ccccc3c(=O)[nH]2)cc1,-5,-1.4,7,2,2,-0.1,-1,0.0,-3,-1
CCn1c(=O)cc(OCC(=O)N2CCc3ccccc32)c2ccccc21,-1,0.6,-25,4,-3,-0.3,2,-0.1,-4,-18
CC(=O)c1ccc(NC(=O)C2CCC(C)(C(=O)O)C2(C)C)cc1 (centres undefined),-10,-0.4,-2,-2,0,0.6,3,-0.7,-6,5
C=CCN1C(=O)/C(=C\c2cccs2)C(C(=O)OC)=C1C,6,0.2,-11,1,-3,0.6,-1,-1.5,-7,-9
CCc1nn2c(=O)cc(CSCC(=O)Nc3ccccc3F)nc2s1,8,0.0,-10,0,1,x,1,-0.4,-3,-4
O=C1NC[C@@H](CCCCN2C[C@H](Cc3ccc(O)cc3)N(CCc3ccc(O)cc3)C(=O)C2=O)N(CCc2ccc(O)cc2)C1=O,-5,1.1,-2,-2,x,-0.7,x,33,x,44*
Cc1ccc(NS(=O)(=O)c2cn(C)c(=O)n(C)c2=O)c(C)c1,0,-0.1,9,-1,-1,-0.1,-1,-0.8,-5,-3
COCCNC(=O)C(OC(=O)c1cc2oc(C)cc2n1C)C(C)C (centres undefined),3,0.4,2,-2,1,2.3,-4,-0.4,-9,-3
CC(CN1CCCCC1)NC(=O)c1scnc1-c1ccccc1 (centres undefined),1,-0.4,7,-1,-2,-0.4,2,-2.5,x,4
CCOC(=O)Cc1csc(NC(=O)c2sc3nc4c(C)cc(C)cc4cc3c2N)n1,-44,0.1,-94,0,-1,2.6,-23,0.3,0,10
c1ccc2c(-c3cnc4cccnn34)cncc2c1,4,-0.1,6,-1,-2,1.0,3,-0.5,x,-12
O=C(NCCNc1ccc([N+](=O)[O-])cc1)c1ccccc1Br,-4,-0.5,9,-10,1,-0.6,4,-0.4,-3,-29
COc1ccc(NC(=O)CN2CCCCC2)c([N+](=O)[O-])c1,-11,0.6,-4,0,-1,0.8,4,-0.6,-11,-25
CC(NC(=O)c1cc2cc(F)ccc2[nH]1)c1ccccc1 (centres undefined),8,-1.0,-6,-4,1,0.7,-1,0.0,-10,0
O=C(Cn1c(=O)c2sccc2n(Cc2ccc([N+](=O)[O-])cc2)c1=O)NCCc1ccccc1,-5,-0.8,4,-8,0,0.2,0,0.9,-6,14
O=C(NCC1CCCO1)c1ccc(Cl)c(NS(=O)(=O)c2ccc(F)cc2)c1 (centres undefined),3,-0.1,5,-2,-3,-1.4,3,0.3,x,7
CN(Cc1cnn(-c2ccccc2)c1)C(=O)c1cccc(S(=O)(=O)N(C)c2ccccc2)c1,2,-0.2,-7,-3,-3,0.4,-2,1.0,x,-2
O=C(Nc1ccc2c(c1)OCCO2)C1CCN(S(=O)(=O)c2ccc3c(c2)OCCO3)CC1,-6,0.0,-4,1,0,0.5,0,0.4,-9,1
O=C(COC(=O)c1nc(Cl)c(Cl)c(Cl)c1Cl)NCc1ccccc1,-3,-0.3,-14,-10,-1,-0.1,23,1.5,10,0
O=C(NCc1cccs1)c1nn2cccnc2c1Cl,-3,-0.2,5,2,0,0.0,1,0.0,-1,6
Cn1cc(S(=O)(=O)NCCc2ccccc2)c(=O)n(C)c1=O,5,0.7,-6,-4,-1,-0.1,2,-1.5,-4,3
CC1(C)CC(=O)C=C(c2ccc(F)nc2)C1,-1,-0.4,8,-7,0,-0.1,1,-0.8,4,-2
O=C(Cc1ncon1)Nc1ccc(F)c(F)c1F,1,-0.1,1,-4,-1,0.3,0,-2.4,-2,-7
COC(=O)c1cn(NC(=O)Cc2ccccc2Br)c(=O)c2ccccc12,2,-0.2,-4,-1,0,-1.1,1,-0.2,2,1
COc1cccc2c1cc1c(=O)n(CC(=O)NCc3ccccn3)nc(C)n12,1,-0.1,0,-4,1,x,1,0.4,-2,14
CCOC(=O)c1c(C)cc(C)[nH]c1=O,-3,-2.1,3,-13,0,-0.4,1,2.2,3,3
O=C(C1=C(O)C(=O)N(CC2CCCO2)C1c1ccccc1F)c1ccco1 (centres undefined),-5,0.0,11,-5,0,1.4,1,-2.4,2,-4
CCOC(=O)C1C(=O)NC(N2CCOCC2)=NC1c1ccco1 (centres undefined),-7,-1.1,13,-6,3,-1.1,2,-1.1,-7,0
O=C(c1ccc(=O)[nH]c1)N1CCN(S(=O)(=O)c2ccc3ccccc3c2)CC1,-11,-0.3,7,0,-1,0.0,1,0.0,-10,-7
CC(=O)/C(=N\Nc1ccccc1)Oc1ccc(Br)cc1,6,2.4,12,-1,-1,2.2,6,4.4,-7,-3
CCc1nc2ccc(C(=O)NCCN3CCNC3=O)cn2c1N(CC)Cc1cccc(Br)c1,-5,0.0,7,-3,-1,0.4,4,-4.7,x,-7
COc1ccc(S(=O)(=O)n2nc(-c3cc(OC)c(OC)c(OC)c3)cc2N)cc1OC,-8,-0.5,-7,-2,2,-0.8,-4,0.6,-6,5
CCCSCCCNC(=O)c1ccc(C)c(NC(=O)C2=C(C)OCCS2)c1,-2,-0.5,2,2,-3,2.0,-2,0.1,-8,4
